NTR1 ag = agonists of NTR1, primary screen, imaging, U2OS cells, beta-arrestin-GFP, high content (AID 493036) | Neurotensin receptor type 1 (Homo sapiens), P30989 | NTR1-U2OS beta-arrestin-GFP spot imaging, agonist mode | activation, % at 20 µM | actives 0.17% (n = 330,000);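 active = activation at or above 40% of the spot to cytoplasm intensity ratio, with at least 20 cells analyzed; inconclusive = wells under 20 cells, flagged as cytotoxic or low count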;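 also: 0% = DMSO without peptide and 100% = 100 nM NTR1 peptide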
Target sequence (P30989 whole entry, looked up): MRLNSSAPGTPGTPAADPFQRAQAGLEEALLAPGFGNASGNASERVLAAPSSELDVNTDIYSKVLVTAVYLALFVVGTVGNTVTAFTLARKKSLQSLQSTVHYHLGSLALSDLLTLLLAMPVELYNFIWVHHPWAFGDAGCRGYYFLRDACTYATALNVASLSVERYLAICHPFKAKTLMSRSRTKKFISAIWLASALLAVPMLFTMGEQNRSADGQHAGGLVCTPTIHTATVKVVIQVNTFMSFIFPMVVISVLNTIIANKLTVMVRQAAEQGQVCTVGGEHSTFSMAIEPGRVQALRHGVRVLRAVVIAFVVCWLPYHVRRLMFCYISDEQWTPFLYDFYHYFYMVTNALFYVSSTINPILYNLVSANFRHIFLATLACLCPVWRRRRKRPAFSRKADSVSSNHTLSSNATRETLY
Myeloid diff MLP = induction of myeloid progenitor differentiation, primary screen, cell-based, flow cytometry, MLPCN library | calls only at 10 µM | ER-HoxA9 myeloid progenitors, lysozyme-GFP differentiation | actives 1% (n = 360,000);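 active = normalized GFP-positive differentiation at or above the plate's own cutoff, the solvent-only control mean plus 3 SD; inconclusive = no clear call, values can overlap the other calls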;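 also: cells exposed to compound for four days before flow analysis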
TNAP activators = human TNAP enzyme activators, primary screen, biochemical, luminescent, no phosphate acceptor, uHTS (AID 1001); activation fold at 20 µM, or EC50 in µM where a hit was titrated; purified TNAP, luminescent activation assay, no phosphate acceptor; higher activation fold means a stronger effect; actives 0.03% (n = 200,000); Alkaline phosphatase, tissue-nonspecific isozyme (Homo sapiens); in the data active = activation fold from about 3, or a potency from the dose series; inactive = the rest, 99 in 100 with activation fold below about 1.6; also: many of its hits are not listed in these tables
UTI89 phage lysis = inhibition of K1F phage lysis, E. coli UTI89, bacterial capsule biogenesis inhibitors, alamar blue (AID 488966); E. coli UTI89 K1F phage lysis, alamar blue, 2 h; higher % means a stronger effect; inhibition, % at 100 µM; hits with a dose series show IC50 in µM; actives 0.02% (n = 340,000);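 active = phage lysis inhibition, versus mean bacterial control, above a set limit; inconclusive = no clear call, values can overlap the other calls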;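 also: capsule biogenesis inhibitors block K1F phage lysis so surviving cells raise fluorescence; higher fluorescence means more inhibition of phage lysis; actives were called in the ten point dose series up to 300 µM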
Large T inhibition = SV40 large T antigen inhibitors, biochemical (AID 1903). actives 0.39% (n = 310,000). inhibition, % at 20 µM, or IC50 in µM where a hit was titrated. SV40 large T antigen ATPase/helicase inhibition assay; higher % means a stronger effect; in the data active = a potency from the dose series; inconclusive = inhibition mostly from about 32% at the one dose, without a potency; inactive = the rest, 99 in 100 with inhibition below about 32%; also: strong numbers were not always called active
RSV antiviral HEp-2 = RSV antiviral activity via CPE protection, HEp-2 cells, primary 10 µM value included (AID 2391); CPE inhibition, % at 10 µM; hits with a dose series show IC50 in µM; HEp-2 cells, RSV-induced CPE inhibition; higher % means a stronger effect; actives 0.13% (n = 310,000); in the data active = a potency from the dose series; inconclusive = CPE inhibition mostly from about 23% at the one dose, without a potency; inactive = the rest, 99 in 100 with CPE inhibition below about 21%; also: strong numbers were not always called active
PhoP inhibition = inhibitors of PhoP regulon expression, primary screen, Salmonella Typhimurium, GFP reporter (AID 1863); S. Typhimurium PhoP-regulated promoter GFP reporter, 4 h; higher % means a stronger effect; inhibition, % at 50 µM, or IC50 in µM where a hit was titrated; actives 0.16% (n = 300,000);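 active = inhibition over 29.93%, a cutoff 3 SD above the screen mean, later confirmed by dose response; inconclusive = inhibition over 29.93% but no dose response follow-up; inactive = inhibition at most 29.93% or unconfirmed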;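 also: 0% = low Mg2+ inducing control and 100% = high Mg2+ repressing control; strong numbers were not always called active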
T cell modulator = modulators of CD8 T cell-vesicle binding, primary screen, mouse 2C CD8+ T cells, flow cytometry; 2C CD8+ T cell-vesicle binding; stronger effect = lower value; calls only at 7 µM; actives 0.068% (n = 330,000); AID 2052, 2009;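 active = response, share of CD8 T cells binding vesicles, and their 90th percentile fluorescence all below set limits, cut at about 80% in these data, passing the limit was not always enough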
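Material: murine 2C transgenic CD8+ T lymphocytes / Also added: QL9-peptide-loaded Drosophila micro-vesicles bearing Ld, ICAM-1 and B7-1 / Schedule: binding step 1.5 h, 37 °C, antibody labelling 20 min, ice / Signal: flow cytometry, PE anti-B7-1 (FL2) versus Alexa647 anti-CD8 (FL8), PFA-fixed / Evaluation: percent CD8+ FL2 mean versus row control / Benchmarks: naked versus QL9-loaded vesicles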
MgcRacGAP inhibition = MgcRacGAP GTPase-activating activity inhibitors, confirmation, biochemical, ADP Hunter fluorescence | inhibition, % at 30 µM; hits with a dose series show IC50 in µM | actives 0.6% (n = 340,000) | Rac GTPase-activating protein 1 (Homo sapiens) | MgcRacGAP-stimulated Rac1 GTP hydrolysis, ADP Hunter fluorescence; higher % means a stronger effect; GST-tagged Rac1 F28L mutant substrate | AID 624330, 2012;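 active = first-screen hits whose inhibition reached a set limit at any dose in the follow-up dose series; inconclusive = inhibition above the set first-screen limit but never retested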;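 also: fluorescence reports GDP produced by GAP-driven GTP hydrolysis; strong numbers were not always called active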
T cell modulator vesicle-bound % = second read-out of T cell modulator, no call of its own (marks repeat the call); double positive events, %; measured here: CD8+ vesicle-bound cell fraction;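 binding gate set so that unloaded-vesicle control wells show 10% double positive cells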
NTR1 ag cell count 20 µM = also measured in NTR1 ag; calls as there; cell count; measured here: cell count, cytotoxicity flag
Myeloid diff MLP GFP+ MAC1+ % = recorded beside Myeloid diff MLP, whose call it bears; GFP+ MAC1+ double positive, %; measured here: differentiation confirmed by MAC1 staining
Starred values were filed as active, the others as inactive; i = inactive; ? = inconclusive; / = no result given; [ ] = dose if it differs, or a comment. Compounds as they come; 2.3% or so of the library scored in one or more.

canonical_smiles,NTR1 ag,NTR1 ag cell count 20 µM,Myeloid diff MLP,Myeloid diff MLP GFP+ MAC1+ %,TNAP activators,UTI89 phage lysis,Large T inhibition,RSV antiviral HEp-2,PhoP inhibition,T cell modulator,T cell modulator vesicle-bound %,MgcRacGAP inhibition
CCC(C)(C)C1CCc2[nH]nc(C(=O)NC(C)C)c2C1 (stereo not given),6.5,83,i,1.9,/,0.7%,11%,0.9%,/,i,38,8%
Cn1c(C(=O)O)c(CC(=O)NCC2COc3ccccc3O2)c2ccccc21 (stereo not given),2.1,62,i,0.9,1,0.4%,3%,2.3%,8%,i,48,6%
C#CCOCCOCCOCCNc1nc(N2CCN(C(=O)CCCCCCCCCCNC(=O)[C@H](CCC(=O)O)n3cc(CCCCCN)nn3)CC2)nc(N2CCN(C(=O)CCCCCCCCCCNC(=O)[C@@H]([C@H](C)O)n3cc(C)nn3)CC2)n1,0.8,101,i,0.9,/,-2.7%,8%,5.3%,/,i,46,4%
COc1cc(C(=O)NCc2ccc(S(N)(=O)=O)cc2)ccc1OCC(=O)N1CCOCC1,1.7,56,i,0.5,/,0.6%[50 µM],/,1.0%,/,i,52,8%
CCN(CC)CCN(C(=O)c1ccc(S(=O)(=O)N2CCOCC2)cc1)c1nc2cc3c(cc2s1)OCCO3,1.1,67,i,0.0,/,0.7%[50 µM],12%,0.5%,5%,i,28,10%
CC(=O)c1ccc(S(=O)(=O)N2CCNCC2)cc1,0.4,76,i,0.4,/,0.4%,1%,0.8%,-13%,i,44,9%
O=C(Nc1cccc(C(F)(F)F)c1)c1cc(Br)cc2c1OCC2,-1.1,56,i,0.7,/,0.3%,4%,1.3%,-9%,i,28,4%
CCOc1ccc(N2C(=O)CN=C2Nc2ccccc2F)cc1,1.2,49,i,1.0,1.1,0.9%,21%,/,8%,i,18,7%
O=C(CCC(=O)OCc1ccc([N+](=O)[O-])cc1Cl)Nc1ccccc1,0.4,77,i,1.7,/,1.3%[50 µM],8%,1.0%,5%,i,17,5%
O=C(CS(=O)(=O)c1ccccc1)Nc1nc2ccccc2s1,-0.1,64,i,1.2,1,0.1%,9%,-1.4%,1%,i,24,-3%
Cc1ccc(Oc2nnc(-c3cccs3)c3ccccc23)cc1C,5.0,56,i,1.1,1,1.2%,7%,22%,10%,i,38,10%
N#Cc1c(N)n(-c2ccccc2)c(=O)c2cc([N+](=O)[O-])ccc12,-0.3,41,i,0.1,1,0.2%,-2%,-0.8%,1%,i,25,8%
COc1cccc(/C=C/C(=O)OCC(=O)NCCCc2ccccc2)c1OC,0.7,56,i,0.8,/,1.4%[50 µM],/,/,/,i,12,7%
Cn1nnc(C(O)CNCc2cccs2)n1 (stereo not given),4.8,98,i,2.5,1.1,0.0%,16%,-0.5%,1%,i,24,-4%
O=C(NNC(=O)c1sc2cccc(Cl)c2c1Cl)Nc1ccccc1,1.0,50,i,0.6,1.1,0.7%,6%,1.8%,-2%,i,41,6%
Cc1ccc(S(=O)(=O)N2CCCCC2)cc1NC(=O)C1CC(=O)N(c2ccc3c(c2)OCCO3)C1 (stereo not given),-0.1,61,i,0.4,/,0.3%[50 µM],11%,11%,3%,i,28,7%
CCN(CC)C(=O)COc1ccc(-c2nnc(Nc3ccc(OC)c(C(=O)NC)c3)c3ccccc23)cc1,0.0,40,i,0.3,/,0.0%,12%,1.6%,17%,i,19,14%
Oc1ccc(/C=N/N2CCCCC2)cc1O,-0.5,85,i,0.5,/,0.5%,?,1.1%,0%,i,53,11%
Cc1ccc(C(=O)CSc2ccc(-c3ccccc3)nn2)cc1,-2.0,74,i,0.6,1.2,0.7%[50 µM],14%,13%,-1%,i,39,5%
COc1ccc(-n2c(=S)[nH]c3sc4c(c3c2=O)CCN(C)C4)cc1,1.3,55,/,/,/,/,23%,0.1%,-16%,i,25,/
COc1cc2nc(C3CCC3)n(NC(=O)C(OC(C)=O)c3ccccc3)c(=O)c2cc1OC (stereo not given),1.2,53,i,5.7,1,1.0%,18%,0.1%,5%,i,54,5%
CCOc1cccc2sc(N(CCN(C)C)C(=O)c3ccc4ccccc4c3)nc12,4.1,63,i,5.8,/,11%,11%,0.5%,-12%,i,52,8%
COc1ccc(/C=N/n2cnc3c([nH]c4ccccc43)c2=O)cc1CO,1.6,67,i,0.2,/,0.1%,9%,-1.1%,-6%,i,39,9%
O=C(c1cc(-c2ccncc2)nc2ccccc12)N1CCN(Cc2ccccc2)CC1,5.0,64,i,0.9,/,-1.4%,/,/,/,i,20,-2%
O=C(CSc1nnc(-c2ccccc2Cl)o1)N1CCOCC1,-0.3,54,i,0.7,/,0.5%,19%,2.4%,-5%,i,16,6%
O=C(/C=C/c1ccccc1)NNc1ccc(Cl)cc1,3.1,43,i,0.7,1.1,0.1%,-5%,-2.0%,-10%,i,7,4%
O=C(Nc1ccc(F)cc1)c1ccc(S(=O)(=O)N2CCOCC2)o1,0.4,58,i,0.5,/,/,7%,3.1%,-14%,i,37,/
CC1(C)Cc2c(sc3c2C(=O)N(c2ccccc2)C2=NCCN23)CS1,1.6,50,i,0.7,1,8.2%,10%,-0.6%,0%,i,38,3%
COc1ccc(CNC(=O)/C=C/c2ccco2)cc1OC,0.4,60,i,0.1,1,0.4%,13%,2.1%,3%,i,58,-1%
COc1ccc(Br)cc1CN(C)C(=O)CNC(=O)c1ccc2ccccc2c1,4.0,59,i,1.4,/,0.1%,27%,14%,-2%,i,11,11%
Cc1ccc(NC(=O)CN(C)CC(=O)Nc2ccccc2C(=O)Nc2ccccc2)cc1,9.7,53,i,0.8,0.9,0.3%,7%,21%,-2%,i,17,-3%
COc1cccc(C(=O)NC(=S)Nc2ccc(Cl)c(C(=O)O)c2)c1,-0.9,33,i,3.3,1,0.0%,19%,1.3%,-4%,i,52,7%
O=C(C1CCCN(c2ncnc3c2nc2n3CCCCC2)C1)N1CCN(c2ccc(F)cc2)CC1 (stereo not given),2.9,57,i,2.6,/,0.3%,15%,?,-8%,i,31,16%
CCCS(=O)(=O)c1c(S(=O)(=O)CCC)c2c(N)cccn2c1C(=O)c1ccc(OC)cc1,-2.5,33,i,0.7,1.1,0.2%,27%,1.0%,3%,i,48,5%
Clc1ccc(Br)cc1-c1nc(-c2ccncc2)no1,-2.5,91,i,0.7,1.1,-0.3%,-7%,?,-3%,i,38,2%
CCC1(C)Cc2ccccc2/C(=C/C(=O)N2CCCCC2)N1 (stereo not given),-0.4,31,i,0.4,1.2,1.0%,7%,3.0%,2%,i,57,18%
O=C1c2cccc3cccc(c23)C(=O)N1CCCN1CCN(c2ccc(F)cc2)CC1,2.8,65,i,0.2,0.9,0.1%,8%,11%,2%,i,39,7%
CC(Oc1ccc(-c2ccccc2)cc1)C(=O)N/N=C/c1cccnc1 (stereo not given),-1.9,44,i,2.5,/,-0.3%,22%,5.0%,4%,i,46,-4%
CCC(CNc1cc(OC)cc2cccnc12)NC1CCCCC1 (stereo not given),/,/,i,0.8,/,-0.2%,13%,-0.6%,-17%,i,24,7%
Cc1c(NS(=O)(=O)c2ccc(Br)cc2)c(=O)n(-c2ccccc2)n1C,0.0,61,i,0.6,/,0.1%,2%,0.8%,2%,i,59,8%

Compounds listed so far that have bromine, in the order listed:
canonical_smiles,NTR1 ag,NTR1 ag cell count 20 µM,Myeloid diff MLP,Myeloid diff MLP GFP+ MAC1+ %,TNAP activators,UTI89 phage lysis,Large T inhibition,RSV antiviral HEp-2,PhoP inhibition,T cell modulator,T cell modulator vesicle-bound %,MgcRacGAP inhibition
O=C(Nc1cccc(C(F)(F)F)c1)c1cc(Br)cc2c1OCC2,-1.1,56,i,0.7,/,0.3%,4%,1.3%,-9%,i,28,4%
COc1ccc(Br)cc1CN(C)C(=O)CNC(=O)c1ccc2ccccc2c1,4.0,59,i,1.4,/,0.1%,27%,14%,-2%,i,11,11%
Clc1ccc(Br)cc1-c1nc(-c2ccncc2)no1,-2.5,91,i,0.7,1.1,-0.3%,-7%,?,-3%,i,38,2%
Cc1c(NS(=O)(=O)c2ccc(Br)cc2)c(=O)n(-c2ccccc2)n1C,0.0,61,i,0.6,/,0.1%,2%,0.8%,2%,i,59,8%

Next part
canonical_smiles,NTR1 ag,NTR1 ag cell count 20 µM,Myeloid diff MLP,Myeloid diff MLP GFP+ MAC1+ %,TNAP activators,UTI89 phage lysis,Large T inhibition,RSV antiviral HEp-2,PhoP inhibition,T cell modulator,T cell modulator vesicle-bound %,MgcRacGAP inhibition
Cc1cc(C)n(-c2nncn2NC(=O)c2ccc(Cl)cc2O)n1,-1.6,46,i,0.4,1,0.5%,11%,-0.8%,3%,i,36,12%
O=C(CSc1nncs1)NNC(=O)c1ccco1,2.7,54,i,0.3,/,0.8%,/,0.9%,/,i,58,5%
Cc1ccc(Nc2c3c(nc4ncnn24)CC(C)CC3)cc1 (stereo not given),-1.0,80,i,0.5,1,-0.3%,10%,1.7%,-5%,i,18,4%
CS(=O)(=O)N1CCC(C(=O)NCCN2CCN(Cc3ccccc3)CC2)CC1,-0.9,45,i,6.3,1.1,0.2%,-4%,-1.3%,-5%,i,15,8%
CC(C)CC1(C(=O)NCc2ccccn2)C=CCN1C(=O)c1ccccc1 (stereo not given),-0.1,56,i,1.3,1,0.8%,10%,-1.1%,1%,/,/,7%
O=C(NCCCCNC(=O)c1ccccn1)c1ccccn1,0.2,44,i,0.5,1.1,-0.1%,0%,4.4%,-2%,i,27,7%
COc1ccc(CC(=O)Nc2ccc3c(c2)CCC3)cc1S(=O)(=O)N1CCOCC1,-0.5,50,i,0.3,1.2,0.2%,7%,2.9%,0%,i,19,11%

Screens from PubChem.
